ASAP1 GAP inh: blocks human ASAP1-stimulated Arf1 GTP hydrolysis. inhibition, % at 16.5 µM. hit rate 0.19% among 360,000. Q9ULH1. GDP FP detection; in the data active = inhibition above about 25%;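 also: 0% = vehicle with enzyme and substrate and 100% = no enzyme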
UHRF1 MBD2 ctr: blocks human UHRF1 binding to methylated DNA. Q96T88. UHRF1 binding to methylated oligo, TR-FRET. inhibition, % at 4.4 µM. hit rate 0.75% among 370,000; in the data active = inhibition above about 21%;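 also: UHRF1 SRA domain binding a hemimethylated CpG hairpin DNA probe; 0% = median of test compound wells and 100% = reference inhibitor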
ARFGAP1 inhibitor: inhibits rat ARF GTPase activating protein 1. Q62848. inhibition, % at 16.5 µM. hit rate 0.26% among 360,000. AID 651572. Arfgap1-stimulated ARF1 GTP hydrolysis, GDP FP detection;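 active = inhibition above a per-plate limit, mean inhibition of low control wells plus 3 SD, cut at about 25% in these data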;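 also: 0% = DMSO wells with enzyme and 100% = wells lacking Arfgap1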
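Material: rat Arfgap1 catalytic domain, aa 1-136; also added: human ARF1(Δ1-17)-GTP substrate; compound dosing: one concentration, 16.5 µM, DMSO 1.26%; incubation: GTP hydrolysis reaction 2 h at 25 °C; measured by: Tracer-displacement fluorescence polarization with EDTA stop, 620/688 nm; evaluation: % inhibition from polarization; repeats: one replicate per compound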
Tn6 DDE FP: disrupts Tn6 cyclic peptide binding to fibrin D-Dimer-E complex | P02675 | Fibrin DD(E) TRITC-Tn6 fluorescence polarization displacement | inhibition, % at 8.3 µM | hit rate 0.21% among 370,000 | AID 720509;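 active = inhibition above a per-campaign cutoff: mean of compounds within control limits plus 3 SD, cut at about 15% in these data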;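 also: 0% = median of all compound wells on the plate and 100% = blocking peptide control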
Target sequence (P02675 whole entry, looked up): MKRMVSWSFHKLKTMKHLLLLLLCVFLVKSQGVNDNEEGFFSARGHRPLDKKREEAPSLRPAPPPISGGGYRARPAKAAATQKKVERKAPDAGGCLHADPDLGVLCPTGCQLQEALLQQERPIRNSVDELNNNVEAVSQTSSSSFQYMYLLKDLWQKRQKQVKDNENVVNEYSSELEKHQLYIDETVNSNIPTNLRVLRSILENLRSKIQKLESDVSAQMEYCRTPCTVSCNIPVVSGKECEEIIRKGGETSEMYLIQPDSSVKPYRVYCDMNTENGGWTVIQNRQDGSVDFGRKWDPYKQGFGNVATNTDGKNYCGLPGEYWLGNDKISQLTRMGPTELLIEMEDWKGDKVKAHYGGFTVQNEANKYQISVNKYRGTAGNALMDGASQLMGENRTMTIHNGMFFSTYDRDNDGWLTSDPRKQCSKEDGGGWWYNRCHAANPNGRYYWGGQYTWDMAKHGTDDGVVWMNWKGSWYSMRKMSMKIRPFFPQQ
PLC-gamma1 inh: PLC-gamma1 (human) inhibition, primary screen; purified PLC-gamma1, fluorogenic substrate, fluorescence; inhibition, % at 12.2 µM; hit rate 0.84% among 370,000; AID 720700; in the data active = inhibition above about 9.5%
KLK7 zymogen act: activators of human kallikrein-7 zymogen; P49862; purified proKLK7, EDANS-DABCYL substrate fluorescence; 100% is mature enzyme control, 0% vehicle; activation, % at 7 µM; hit rate 0.9% among 370,000;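 active = activation above the mean of all tested compounds plus 3 SD, computed per campaign excluding outliers beyond control limits, cut at about 13% in these data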
Tn7 DDE FP: inhibitors of Tn7 peptide binding to human fibrin DD(E) | P02675 | FP displacement of FITC-Tn7 peptide from fibrin DD(E); 0% = median of compound wells per plate | inhibition, % at 8.3 µM | hit rate 0.13% among 370,000 | AID 720508;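 active = inhibition above the mean of compounds falling within the control limits plus 3 SD of them, cut at about 14% in these data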;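 also: 0% = plate median of compound wells and 100% = 10 µM Aha-Tn7 peptide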
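Assay system: Human clot-derived fibrin DD(E) complex | Buffer or medium: Tris/NaCl/CaCl2 buffer, pH 7.8 | Repeats: One replicate per compound | Benchmarks: Aha-Tn7 high control | Measure: % inhibition scaled between sample-field median and high-control FP | Schedule: 10 min plus 3 h, room temperature | Signal: Fluorescence polarization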
NR1D1 modulator: Rev-erb alpha (human) modulation; P20393; Rev-erbα–FITC-DNA binding, fluorescence polarization, 90 min; hit rate 0.79% among 370,000; activity, % at 10 µM;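 active = activity above about 14%, limit read from the data; passing the limit was not always enough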;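 also: 0% = DMSO wells with 35 nM protein and 100% = DMSO wells with 750 nM protein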
sPLA2-III inh: Blocks human group III sPLA2 activity; QFRET BODIPY PC-A2 liposome hydrolysis, fluorescence; inhibition, % at 12.2 µM; AID 743126; hit rate 0.56% among 370,000; Q9NZ20;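 active = inhibition above mean plus 3 SD of compounds lying within the high and low control bounds, cut at about 19% in these data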;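 also: 0% = median of test compound wells and 100% = no enzyme DMSO wells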
Target sequence (Q9NZ20 whole entry, looked up): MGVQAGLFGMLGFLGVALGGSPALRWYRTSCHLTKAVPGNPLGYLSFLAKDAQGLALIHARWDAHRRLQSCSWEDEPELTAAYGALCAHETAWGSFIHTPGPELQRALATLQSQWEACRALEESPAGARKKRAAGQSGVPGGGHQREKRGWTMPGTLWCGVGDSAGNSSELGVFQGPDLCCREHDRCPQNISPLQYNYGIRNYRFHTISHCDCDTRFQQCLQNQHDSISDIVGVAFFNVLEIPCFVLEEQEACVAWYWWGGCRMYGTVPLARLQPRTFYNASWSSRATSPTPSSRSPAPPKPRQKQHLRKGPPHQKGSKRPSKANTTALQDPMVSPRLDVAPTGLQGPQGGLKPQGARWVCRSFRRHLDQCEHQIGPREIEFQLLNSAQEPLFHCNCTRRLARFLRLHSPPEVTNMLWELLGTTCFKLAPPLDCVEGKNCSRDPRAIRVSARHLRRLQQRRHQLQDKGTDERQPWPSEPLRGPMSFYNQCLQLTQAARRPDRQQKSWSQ
PLCb3 inh: blocks human PLC-beta3 enzyme activity | Q01970 | Purified PLC-beta3, fluorogenic substrate, fluorescence | inhibition, % at 12.2 µM | hit rate 0.18% among 370,000; in the data active = inhibition above about 11%;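 also: 0% = median of compound wells on plate and 100% = full blocker control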
An asterisk follows results filed as active; · = no result given.

SMILES	ASAP1 GAP inh	UHRF1 MBD2 ctr	ARFGAP1 inhibitor	Tn6 DDE FP	PLC-gamma1 inh	KLK7 zymogen act	Tn7 DDE FP	NR1D1 modulator	sPLA2-III inh	PLCb3 inh
COc1ccc(NC(=O)CS(=O)CC(=O)N2CCN(C3CCCC3)CC2)cc1 (stereo unspecified)	-9	0	-13	3	0	0.2	1	2	-2	-3
O=C(CSCc1ccc([N+](=O)[O-])cc1)NCCSCc1ccccc1	-5	1	0	3	3	-0.4	-1	0	-10	-2
Cc1cc[n+](-c2[nH]c(=O)sc2/C=N/NC(=O)c2ccccc2[O-])cc1C	4	-1	-15	-7	1	0.5	2	4	6	-3
NS(=O)(=O)c1ccc(CNC(=O)c2cccc(Oc3ccccc3)c2)cc1	9	1	1	4	3	-0.2	-1	2	-4	1
CC1(C)NC(=O)N(CC(O)CN(c2ccccc2)S(=O)(=O)c2ccc([N+](=O)[O-])cc2)C1=O (stereo unspecified)	4	4	13	-2	1	-0.1	1	-1	2	-6
c1coc(Cn2nnnc2CN2CCN(C3CCCCC3)CC2)c1	-2	2	4	-2	-1	0.6	-1	0	6	-3
O=C(C1CCC(Cn2c(=S)[nH]c3ccccc3c2=O)CC1)N1CCOCC1 (stereo unspecified)	-7	2	3	4	1	-0.4	1	1	1	2
CC(C)N(C(=O)Cn1c(Cl)nc2ccccc21)C(C)C	-13	5	3	2	3	-0.5	-4	-2	10	2
CCNC(=O)C1(C)CCN(C(=O)c2cccc3ccccc23)C1 (stereo unspecified)	-5	-1	8	-1	0	0.1	-9	1	2	6
COC(=O)CCNC(=O)c1ccc2nc(Cc3ccc(OC)cc3)oc2c1	-11	1	-12	0	-2	-0.7	-1	-1	5	-9
Cc1ccc(P(=O)(CC(=O)O)c2ccc(C)cc2)cc1	0	-1	-1	-2	1	0.3	-2	-3	2	0
Cn1nc(C(F)(F)F)c2cc(C(=O)NC3CC3)sc21	1	2	-5	-7	2	-0.3	1	1	-2	0
COc1ccc(/C(O)=C/C(=O)C(=O)Nc2c(C)n(C)n(-c3ccccc3)c2=O)cc1	2	1	1	-5	-3	0.7	-3	7	-1	-3
CCOC(=O)c1nnn(-c2nonc2N)c1CSc1ccc(C)cc1	11	0	3	-7	-2	-0.4	2	0	-4	-2
COC(=O)[C@]12C[C@H](CC(=O)NCC3CCCCC3)C(=O)N(CCC3=CCCCC3)C1=C[C@H](C(C)C)O[C@@H]2C1CC1	·	0	·	-6	3	0.5	10	2	9	0
CCN(CCn1cccn1)C(=O)c1cc(COc2c(F)cccc2F)on1	-6	-1	3	-3	-2	0.1	6	2	5	-7
COc1ccc(-c2nc3ncccc3n2O)cc1	-1	-1	10	0	-16	0.1	5	4	5	-27
O=C(c1c[nH]c2ccccc2c1=O)N1CCCCCC1	-1	0	2	4	2	0.2	-1	0	-1	-5
CN(Cc1ccccc1)S(=O)(=O)c1cccc2nsnc12	4	-1	3	-1	-1	-0.2	-5	1	-1	-2
Cc1ccc(-c2noc(-c3ccccc3C(=O)N3CCOCC3)n2)cc1	-5	3	2	1	3	0.0	-9	1	3	3
O=C(Cn1ncc2c3ccccc3n(Cc3ccccc3F)c2c1=O)NCCN1CCOCC1	-1	1	5	-6	0	-0.4	4	-1	-1	-12
COCCN(Cc1ccccc1)C(=S)Nc1ccc(Cl)cc1	4	0	-9	-3	13*	-0.2	2	0	1	-6
Cc1ccc(CSCC(=O)NCc2ccc(F)cc2)cc1	-9	2	-17	6	2	0.6	6	-3	0	-8
COc1cc(OC)cc(C(=O)NN(CCC#N)C2=NS(=O)(=O)c3ccccc32)c1	7	-1	0	6	-3	-0.1	-1	1	1	-5
O=C(c1c(F)cccc1F)N1CCC(O)(c2cccnc2)CC1	14	-2	-9	5	0	-0.1	2	2	2	2
CC(C)(C)n1nnnc1C(c1cccc(C#N)c1)N1CCC(Cc2ccccc2)CC1 (stereo unspecified)	-3	1	2	6	-2	0.1	4	6	10	0
Cc1ccc(NS(=O)(=O)c2cccc3nsnc23)cc1C	-2	-1	1	-3	-1	-0.1	-5	-2	0	-5
CC1=NNC(=O)C1CCC(=O)N/N=C/c1ccc(C)cc1 (stereo unspecified)	-3	0	1	-7	9	-0.6	-3	-1	7	-7
O=C(NC(Cc1ccccc1)C(=O)N1CCCC1C(=O)O)c1ccccc1 (stereo unspecified)	-5	-2	-8	2	0	-0.6	6	-3	1	1
CCC(C)NS(=O)(=O)c1ccc(OCC(=O)NCC2CCCO2)cc1 (stereo unspecified)	17	0	2	0	0	-0.3	1	-5	-2	2
CC(C)NCC(=O)C12CC3CC(CC(C3)C1)C2	-4	-2	10	-3	5	0.4	3	-5	0	-7
CCCCNCCCOc1cccc(Cl)c1Cl	8	-2	-1	4	3	-0.3	-2	-3	5	0
CCOc1cc(C(=O)O/N=C(\N)c2ccc([N+](=O)[O-])cc2)cc(OCC)c1OCC	-8	3	-6	-7	5	0.7	2	1	-2	-4
COc1ccc(OC)c(C2/C(=C(/O)c3ccccc3)C(=O)C(=O)N2Cc2ccco2)c1 (stereo unspecified)	0	13	-1	-4	2	0.1	-7	7	-1	0
O=C(O)c1cccc2c1C(=O)N(Cc1ccncc1)C2	-19	-1	-9	0	2	0.4	1	-5	0	2
O=S1(=O)CC(O)C(N=Nc2c(O)n(Cc3ccccc3)c3ccccc23)C1 (stereo unspecified)	5	0	-9	-1	0	0.1	2	4	-6	-4
O=C(CN(C(=O)CCC(=O)Nc1nccs1)c1cccc(F)c1)NCc1ccccc1	20	-1	-3	-11	3	-0.3	-2	-5	0	-6
O=C(CCn1nnc2ccccc21)N1CCC(O)(c2cccc(F)c2)CC1	10	3	-5	9	5	-0.6	-9	-1	9	5
CCOC(=O)/C(C#N)=C1\CCCN1CC(N)=S	13	-1	3	4	2	-0.3	0	-3	-1	1
O=S(=O)(Oc1ccccc1-c1ccccc1)c1ccccc1	-4	0	-4	-3	0	-0.1	3	8	2	-5
Cc1nnc(Cl)c2nn(-c3ccccc3F)c(C)c12	13	-2	0	-6	3	-0.2	-3	0	1	0
COc1cccc(-c2cnc3c(NC=O)cc(-c4cccc(NC(C)=O)c4)cn23)c1	7	-2	23	2	-31	-0.4	-2	-5	4	-39
CN(C1=C(N2CCCCC2)C(=O)c2ccccc2C1=O)c1ccccc1	-5	5	4	3	5	-0.1	-4	3	12	0
CCN1CCN(CC(=O)Nc2ccc(OC(F)(F)F)cc2)CC1	13	2	7	-2	7	-0.3	-9	-6	4	-1
OCCN=C1CCCc2c1[nH]c1ccc(Br)cc21	4	-1	13	5	-3	-0.7	5	2	-6	-2
COc1ccc(Cl)cc1C(=O)Nn1c(C)nc2ccccc2c1=O	17	3	1	2	4	0.2	-12	0	-3	4
Fc1ccc(-c2nc3ccc(Cl)cn3c2Cc2ccccc2)cc1	2	-2	-6	1	-8	-1.2	9	-4	-6	-20
COc1ccccc1-c1nnc2sc(COc3ccc(Cl)cc3)nn12	7	-1	-8	1	-2	0.3	5	-1	-4	-4
CCOCCCNC(=O)c1cc2c(=O)[nH]c3ccccc3c2s1	5	1	5	-4	-40	1.5	3	2	13	-68
CC(=O)c1ccc(OCC(O)CN2CCN(CC(O)COc3ccc(C(C)=O)cc3)CC2)cc1 (stereo unspecified)	-1	-1	3	9	4	0.0	4	-5	0	3
More entries
SMILES	ASAP1 GAP inh	UHRF1 MBD2 ctr	ARFGAP1 inhibitor	Tn6 DDE FP	PLC-gamma1 inh	KLK7 zymogen act	Tn7 DDE FP	NR1D1 modulator	sPLA2-III inh	PLCb3 inh
Cc1cc(=O)n2nc(N3CCCC(C(=O)NCCc4ccc(Cl)cc4)C3)sc2n1 (stereo unspecified)	0	0	3	4	5	0.4	-5	-3	10	-6
COC(=O)CCCC(=O)N1CCOCCN(C(=O)CCCC(=O)OC)CCOCC1	-2	1	-10	4	1	0.2	-8	1	-3	3
O=C(N/N=C/c1c[nH]c2ccc(Br)cc12)c1ccn(Cc2ccc(Cl)cc2)n1	15	-2	11	-2	-6	-5.9	-5	11	-7	-8
CN(C)CCNC(=S)Nc1ccccc1Cl	3	5	6	-3	1	-0.1	3	-3	9	3
O=C1C2C3C=CC(C4CC34)C2C(=O)N1/N=C/c1ccc([N+](=O)[O-])s1 (stereo unspecified)	0	0	0	5	0	0.5	1	-3	5	3
CCn1c(SCC(=O)Nc2cccc(O)c2)nc2c1c(=O)n(C)c(=O)n2C	4	2	7	1	-4	0.0	0	0	10	-10
Cc1ccc(CNC(C)c2ccccc2)cc1 (stereo unspecified)	-1	-1	0	2	1	-0.4	4	-1	3	1
O=C(C1=C[C@H](c2ccc3c(c2)OCO3)C[C@H](OCCCCO)O1)N1CCN(Cc2ccccc2)CC1	3	-3	-2	1	-6	0.1	2	-7	-3	-6
O=C(CSc1nc2ccccc2n1Cc1ccc(Cl)cc1)N/N=C/c1ccccc1C(=O)O	-8	1	8	-1	-1	0.2	-3	-3	-11	-2
CCCCN(C(=O)c1ccc(Cl)c([N+](=O)[O-])c1)c1c(N)n(CCC)c(=O)[nH]c1=O	19	29*	4	-8	5	0.1	3	5	3	-2

Fetched by compound from above:
SMILES	ASAP1 GAP inh	UHRF1 MBD2 ctr	ARFGAP1 inhibitor	Tn6 DDE FP	PLC-gamma1 inh	KLK7 zymogen act	Tn7 DDE FP	NR1D1 modulator	sPLA2-III inh	PLCb3 inh
COc1ccc(-c2nc3ncccc3n2O)cc1	-1	-1	10	0	-16	0.1	5	4	5	-27
O=C(CCn1nnc2ccccc21)N1CCC(O)(c2cccc(F)c2)CC1	10	3	-5	9	5	-0.6	-9	-1	9	5
O=C(c1c[nH]c2ccccc2c1=O)N1CCCCCC1	-1	0	2	4	2	0.2	-1	0	-1	-5
COC(=O)CCCC(=O)N1CCOCCN(C(=O)CCCC(=O)OC)CCOCC1	-2	1	-10	4	1	0.2	-8	1	-3	3
CC1(C)NC(=O)N(CC(O)CN(c2ccccc2)S(=O)(=O)c2ccc([N+](=O)[O-])cc2)C1=O (stereo unspecified)	4	4	13	-2	1	-0.1	1	-1	2	-6
Cc1ccc(CSCC(=O)NCc2ccc(F)cc2)cc1	-9	2	-17	6	2	0.6	6	-3	0	-8

The results go on:
SMILES	ASAP1 GAP inh	UHRF1 MBD2 ctr	ARFGAP1 inhibitor	Tn6 DDE FP	PLC-gamma1 inh	KLK7 zymogen act	Tn7 DDE FP	NR1D1 modulator	sPLA2-III inh	PLCb3 inh
Cc1nn(CC(=O)Nc2ccc3c(c2)OCO3)c(C)c1[N+](=O)[O-]	5	-2	-3	0	0	0.2	-2	·	-2	-2
Cc1ccc(OCc2cc(C(=O)NCc3cnn(-c4cccc(F)c4)c3)no2)cn1	-3	-1	4	3	-6	0.0	3	1	-6	-10
Cc1ccccc1OCC(=O)Nc1ccc(N2CCN(C(=O)C(C)C)CC2)c(Cl)c1	4	4	-5	-3	2	0.0	-1	-5	-13	-1
Cc1cc(=O)[nH]c2c3ccccc3nn12	7	0	19	-2	-2	-4.7	-4	12	1	-2
CC(=O)c1ccc(OCCCC(=O)NCc2nnc3ccccn23)cc1	4	7	11	-9	2	0.1	1	-4	15	0

High-throughput results deposited in PubChem by several laboratories.
